Pax4 mRNA alpha TC1 – activators of Pax4 gene expression, primary screen, RT-PCR, mouse alpha TC1 cells, single point (AID 1053180). activation, % at 10 µM. 9,600 compounds, 0.2% hits. mouse alpha TC1 cells, Pax4 mRNA qPCR, 6 days; active compounds read high; 100% = Pax4 plasmid added at qPCR;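 active means highest normalized replicate activity of 15 or more, or at least half the replicates reach 15 or more; inactive means neither condition met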;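 further: pax4 Ct normalized to GAPDH with activation seen as lower delta delta Ct; plate controls were plate neutral control wells for no effect and Pax4 plasmid positive control for full effect; each compound tested in two replicate wells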
DLD1 CTGF mRNA – YAP1 pathway inhibitors via CTGF transcript, primary screen, DLD1 colon cancer cells, RT-qPCR, single point (AID 743449); DLD1 CTGF mRNA qPCR, 24 h; active compounds read high; 9,900 compounds, 0.9% hits; inhibition, % at 12.5 µM;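 active means mean normalized replicate activity at least 50 and at least half of replicates each reaching 50; inconclusive means only one of the two criteria met; inactive means neither criterion met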;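 further: 0% = neutral control wells and 100% = dasatinib control wells; higher means stronger suppression of CTGF expression like dasatinib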
Active calls of the source: *; u = inconclusive; x = no result given; & = joins results of further samples; ! = repeats disagree. This is a subset (hit frequency here may not be typical).

SMILES	Pax4 mRNA alpha TC1	DLD1 CTGF mRNA
C[C@@H]1CCCCO[C@@H](CN(C)Cc2ccc(Cl)c(Cl)c2)[C@H](C)CN([C@H](C)CO)C(=O)c2cc(NS(=O)(=O)c3cccs3)ccc2O1	0.0	-9
N#C[C@H]1[C@@H](c2ccc(-c3cccnc3)cc2)[C@@H](CO)N1C(=O)Nc1ccc(F)cc1	0.0	-18
CCCNC(=O)N1C[C@H](C)[C@@H](OC)CN(C)C(=O)c2ccc(NC(=O)CC)cc2OC[C@H]1C	0.0	-9
CN(C)CC(=O)N[C@@H]1CC[C@H](CCNC(=O)C2CCC2)O[C@H]1CO	0.0	1
CO[C@H]1CC[C@H]2CCOc3c(C#N)cccc3C(=O)N(C)C[C@H](c3ccccc3)CC(=O)N(C)C[C@@H]1O2	0.0	15
C[C@H]1CN([C@@H](C)CO)C(=O)c2ccccc2-c2ccccc2CO[C@@H]1CN(C)C(=O)Nc1ccc(-c2ccccc2)cc1	0.2	23
N#C[C@@H]1[C@H](c2ccccc2C2=CCCCC2)[C@@H](CO)N1S(=O)(=O)c1ccccc1	0.0	-39
N#C[C@@H]1[C@@H](c2ccccc2-c2ccccc2)[C@H](CO)N1C(=O)Cc1ccncc1	0.0	-34
COc1ccc(S(=O)(=O)Nc2ccc3c(c2)OC[C@@H](C)NC[C@H](C)[C@@H](OC)CN(C)C3=O)cc1	0.0	-1
COc1ccc(S(=O)(=O)N(C)C[C@H]2Oc3c(NC(=O)c4nc5ccccc5s4)cccc3C(=O)N([C@H](C)CO)C[C@@H]2C)cc1	0.1	-14

An excerpt of these results, with values under each structure:
Each structure is followed by: Pax4 mRNA alpha TC1	DLD1 CTGF mRNA
> CN(C)CC(=O)N[C@@H]1CC[C@H](CCNC(=O)C2CCC2)O[C@H]1CO
 : 0.0	1
> CO[C@H]1CC[C@H]2CCOc3c(C#N)cccc3C(=O)N(C)C[C@H](c3ccccc3)CC(=O)N(C)C[C@@H]1O2
 : 0.0	15

Additional compounds:
SMILES	Pax4 mRNA alpha TC1	DLD1 CTGF mRNA
CO[C@H]1CN(C)C(=O)c2cc(NC(=O)c3ccc4c(c3)OCO4)ccc2OC[C@H](C)N(CCC(F)(F)F)C[C@H]1C	0.0	-5
CO[C@H]1CN(C)C(=O)c2cc(NS(C)(=O)=O)ccc2OC[C@@H](C)N(Cc2cncnc2)C[C@H]1C	0.0	-24
Cc1cc(C(=O)Nc2cccc3c2O[C@H](CN(C)C)[C@@H](C)CN([C@H](C)CO)C3=O)n(C)n1	0.0	-3
CO[C@H]1CN(C)C(=O)c2cc(NC(=O)C3CCOCC3)ccc2OC[C@H](C)NC[C@H]1C	0.0	-32
COc1ccc2c3c(n(C)c2c1)[C@H](CO)N(C)CC31CCN(S(=O)(=O)c2cccc(F)c2)CC1	0.0	-49
COc1ccc2c3c([nH]c2c1)[C@H](CO)N(Cc1cc(F)ccc1F)CC31CN(C(=O)C2CCC2)C1	0.0	-10
O=C(CC1CC1)N1CC2(C1)[C@H](c1ccccc1)[C@@H](CO)N2C(=O)c1ccccn1	x	-32
O=C(Nc1cccc(F)c1)N1CCCCN2[C@@H](CO)[C@H](c3ccc(C#Cc4cccnc4)cc3)[C@@H]2C1	0.1	25
Cc1ccc(S(=O)(=O)N2C[C@H](O)COC[C@@H]3O[C@@H](CC(=O)NCc4ccc5c(c4)OCO5)CC[C@H]32)cc1	0.0	15
O=C(C[C@H]1CC[C@@H]2[C@H](COC[C@@H](O)CN2C(=O)c2ccccc2F)O1)NCc1ccc(Cl)c(Cl)c1	0.0	-9

Other compounds follow.
SMILES	Pax4 mRNA alpha TC1	DLD1 CTGF mRNA
O=C(C[C@@H]1CC[C@H]2NC[C@H](O)COC[C@@H]2O1)NCc1ccc2c(c1)OCO2	0.0	-1
C[C@@H]1CCCCO[C@H](CN(C)C(=O)c2ccncc2)[C@H](C)CN([C@H](C)CO)C(=O)c2cc(NC(=O)CCC(F)(F)F)ccc2O1	0.0	17
COCCNC(=O)C[C@@H]1CC[C@@H]2[C@H](COC[C@H](O)CN2C(=O)c2cc(Cl)cc(Cl)c2)O1	0.0	-26
O=C(C[C@@H]1C[C@@H]2c3cc(NC(=O)Nc4ccccc4)ccc3O[C@@H]2[C@@H](CO)O1)NCc1ccccc1	0.0	1
COc1ccc2c3c(n(C)c2c1)[C@H](CO)N(Cc1ccc(Cl)cc1)CC31CN(C(=O)NC(C)C)C1	0.0	-27
O=C(C[C@@H]1CC[C@H]2[C@@H](COC[C@H](O)CN2Cc2nccs2)O1)NCc1ccccc1Cl	0.0	-8
COc1ccc2c3c([nH]c2c1)[C@@H](CO)N(C(=O)CN(C)C)CC31CN(C(=O)c2cccnc2)C1	0.1	5
O=C(Nc1cc(F)ccc1F)N[C@H]1CC[C@@H](CC(=O)N2CCc3ccccc3C2)O[C@H]1CO	0.0	8
O=C(C1CCC1)N1CC(=O)N2[C@H](CO)[C@@H](c3ccc(Br)cc3)[C@H]2C1	0.0	-9
C[C@@H]1CN([C@@H](C)CO)C(=O)c2c(c3ccccc3n2C)-c2ccccc2CO[C@H]1CN(C)C(=O)[C@H](Cc1ccccc1)N(C)C	0.0	6

(more compounds)
SMILES	Pax4 mRNA alpha TC1	DLD1 CTGF mRNA
OC[C@@H]1[C@@H]2c3ccccc3NC[C@@H]2N1Cc1ccccc1Cl	0.0	-51
O=C(C[C@@H]1CC[C@@H]2NC[C@H](O)COC[C@H]2O1)NCc1ccc2c(c1)OCO2	0.0	-14
N#C[C@H]1[C@H](c2ccc(-c3cccc(F)c3)cc2)[C@H](CO)N1c1nc(-c2ccccc2)cs1	0.0	9
C[C@@H]1CN([C@@H](C)CO)C(=O)c2cccc(NS(=O)(=O)c3ccc(F)cc3)c2O[C@H]1CN(C)Cc1ccc(Cl)c(Cl)c1	0.0	-22
C/C=C/c1ccccc1[C@H]1[C@@H](C#N)N(c2nc(CC)cs2)[C@H]1CO	0.0	-5
COC(=O)C[C@@H]1CC[C@@H]2[C@H](COc3ccc(NS(=O)(=O)c4ccc(C)cc4)cc3C(=O)N2C)O1	0.0	-139
CN1C(=O)c2cc(NC(=O)Cc3cccs3)ccc2OC[C@@H]2O[C@H](CC(=O)NCC3CCCCC3)CC[C@@H]21	0.0	12
C[C@@H]1CN([C@@H](C)CO)C(=O)c2cc(NC(=O)Nc3cccc4ccccc34)ccc2O[C@@H]1CN(C)S(=O)(=O)c1cccs1	0.0	-17
CN1C(=O)c2cc(NS(C)(=O)=O)ccc2OC[C@H]2O[C@@H](CC(=O)NCc3ccccc3)CC[C@H]21	0.0	-36
CCCNC(=O)N1CC(=O)N2[C@H](C1)[C@@H](c1ccc(C#Cc3cccc(OC)c3)cc1)[C@@H]2CO	0.0	-57

Full records, quoted from the list. Order of values: Pax4 mRNA alpha TC1 | DLD1 CTGF mRNA
`COC(=O)C[C@@H]1CC[C@@H]2[C@H](COc3ccc(NS(=O)(=O)c4ccc(C)cc4)cc3C(=O)N2C)O1` in the list: 0.0 | -139
`CCCNC(=O)N1CC(=O)N2[C@H](C1)[C@@H](c1ccc(C#Cc3cccc(OC)c3)cc1)[C@@H]2CO` in the list: 0.0 | -57

2 records picked at random from the list so far:
SMILES	Pax4 mRNA alpha TC1	DLD1 CTGF mRNA
C[C@H]1CN([C@@H](C)CO)C(=O)c2ccccc2-c2ccccc2CO[C@@H]1CN(C)C(=O)Nc1ccc(-c2ccccc2)cc1	0.2	23
O=C(Nc1cc(F)ccc1F)N[C@H]1CC[C@@H](CC(=O)N2CCc3ccccc3C2)O[C@H]1CO	0.0	8

More entries
SMILES	Pax4 mRNA alpha TC1	DLD1 CTGF mRNA
Cc1ccccc1S(=O)(=O)N1C[C@@H]2N[C@H](C1)C2c1ccc(-c2cccc(C#N)c2)cc1 (stereo partly specified)	11*!	-118&-172
C[C@@H](O)C#Cc1ccc([C@H]2[C@H](CO)N3CCCCN(C(=O)c4ccc5c(c4)OCO5)C[C@@H]23)cc1	0.0	u
CCN1[C@@H]2Cn3c(ccc(-c4ccc(F)cc4)c3=O)[C@H]1[C@@H](C(=O)Nc1nccs1)[C@@H]2CO	0.0	-44
O=C(Nc1ccc(F)cc1)N1CC(=O)N2[C@H](CO)[C@@H](c3ccc(C#Cc4cccnc4)cc3)[C@@H]2C1	0.0	-9
COc1ccc(S(=O)(=O)N(C)C[C@@H]2Oc3ccc(N(C)C)cc3CC(=O)N([C@@H](C)CO)C[C@@H]2C)cc1	0.0	15
CN1c2ccc(C#Cc3ccccc3F)cc2[C@H]2[C@H](CCN2C(=O)c2cnccn2)[C@H]1CO	0.0	12
CC(C)NC(=O)N1[C@H](C#N)[C@H](c2ccccc2-c2ccc(F)cc2)[C@@H]1CO	0.0	-39
COCC#Cc1ccc([C@@H]2[C@H]3CN(C(=O)NC4CCCC4)CCCCN3[C@H]2CO)cc1	0.0	-26
N#Cc1ccc(-c2ccc([C@H]3[C@H](CO)N4C(=O)CNC[C@@H]34)cc2)cc1	0.0	-10
CC(C)c1cn(CC[C@@H]2CC[C@H](NS(=O)(=O)c3ccc(F)cc3)[C@@H](CO)O2)nn1	0.0	20

(further entries)
SMILES	Pax4 mRNA alpha TC1	DLD1 CTGF mRNA
O=C(C1CCOCC1)N1C[C@@H]2[C@H](c3ccccc31)[C@@H](CO)N2C(=O)Cc1ccccn1	0.0	-9
O=C(C[C@H]1CC[C@H]2[C@@H](COC[C@@H](O)CN2C(=O)Nc2ccc(Cl)cc2)O1)NCC1CCCCC1	0.0	-26
CCC(=O)N1C[C@H]2[C@@H](c3ccccc31)[C@@H](CO)N2C(=O)CC1CC1	0.0	-5
CC(C)(C)S(=O)N1Cc2cc(C(=O)N3CCN(Cc4ccccc4)CC3)nc(-c3cccc(-c4cc5ccccc5o4)c3)c2[C@H]1CCO (stereo partly specified)	0.1	u
C[C@H]1CCCCO[C@H](CN(C)CC2CCCCC2)[C@@H](C)CN([C@@H](C)CO)C(=O)c2cc(NS(C)(=O)=O)ccc2O1	0.0	-4
CC(=O)N1CC2(C1)[C@H](c1ccc(-c3ccc(F)cc3)cc1)[C@@H](CO)N2CC1CC1	x	0
N#C[C@@H]1[C@H](c2ccccc2C2=CCCCC2)[C@H](CO)N1S(=O)(=O)c1ccccc1	0.0	-25
COc1ccc(S(=O)(=O)N(C)C[C@H]2Oc3ccc(N(C)C)cc3CC(=O)N([C@H](C)CO)C[C@@H]2C)cc1	0.0	-4
CC(C)CC#Cc1ccc([C@@H]2[C@H]3CN(S(=O)(=O)c4cccc(F)c4)CC(=O)N3[C@H]2CO)cc1	0.0	-8
C[C@@H]1CCCCO[C@@H](CN(C)S(=O)(=O)c2ccc(Cl)cc2)[C@@H](C)CN([C@H](C)CO)C(=O)c2cc(NC(=O)Nc3ccc(C(F)(F)F)cc3)ccc2O1	0.0	9

Following part:
SMILES	Pax4 mRNA alpha TC1	DLD1 CTGF mRNA
C[C@@H]1CN([C@H](C)CO)C(=O)c2cc(NC(=O)NC3CCCCC3)ccc2O[C@H]1CN(C)S(C)(=O)=O	0.0	-31
COC(=O)C[C@H]1CC[C@@H]2[C@@H](COc3ccc(NC(=O)c4ccc(C(F)(F)F)cc4)cc3C(=O)N2C)O1	0.0	-61
CCCC#Cc1cnc2c(c1)C(=O)N([C@@H](C)CO)C[C@H](C)[C@@H](CN(C)C(=O)Nc1cc(F)ccc1F)O2	0.1	23
CO[C@@H]1CN(C)C(=O)c2cc(NC(=O)Nc3cccc(Cl)c3)ccc2OC[C@H](C)N(C(=O)Nc2c(C)noc2C)C[C@H]1C	0.0	21
COc1cccc(CNC(=O)C[C@@H]2CC[C@H]3[C@@H](COc4ccc(NC(=O)c5cccs5)cc4C(=O)N3C)O2)c1	0.0	u
C/C=C/c1ccc([C@@H]2[C@@H](CO)N3C(=O)CN(C(=O)Nc4cccc(OC)c4)C[C@@H]23)cc1	0.0	5
COCC#Cc1ccc2c(c1)O[C@H](CN(C)C(=O)C1CCOCC1)[C@H](C)CN([C@@H](C)CO)S2(=O)=O	0.0	-1
CN1C(=O)c2cc(NC(=O)c3cscn3)ccc2OC[C@@H]2O[C@H](CC(=O)NCc3ccc(Cl)c(Cl)c3)CC[C@H]21	0.0	28
CN1C(=O)c2cc(NC(=O)c3cccc(Cl)c3)ccc2OC[C@H]2O[C@@H](CC(=O)NC3CCCCC3)CC[C@H]21	0.0	19
CO[C@H]1CC[C@H]2CCOc3c(C#N)cccc3C(=O)N(C)C[C@@H](OC)[C@H](C)C(=O)N(C)C[C@H]1O2	0.0	-18

(continued)
SMILES	Pax4 mRNA alpha TC1	DLD1 CTGF mRNA
O=C1N[C@H](c2ccccc2)COCn2nncc2CC[C@H]1Cc1ccccc1	0.0	18
CCCNC(=O)N1CC2(C1)CN(C(=O)c1ccccc1)[C@H](CO)c1[nH]c3cc(OC)ccc3c12	0.0	2
CO[C@H]1CN(C)C(=O)c2ccc(NC(=O)C3CCC3)cc2OC[C@H](C)N(Cc2ccccn2)C[C@H]1C	0.0	24
COCCNC(=O)C[C@H]1C[C@H]2c3cc(NC(=O)CN(C)C)ccc3O[C@H]2[C@H](CO)O1	0.0	14
CO[C@H]1CC[C@H]2CCOc3ccc(C#N)cc3C(=O)N(C)C[C@H](c3ccccc3)CC(=O)N(C)C[C@@H]1O2	0.0	-15
COc1cccc(C#Cc2ccc3c(c2)[C@@H]2[C@@H](CCN2C(=O)c2ccccc2F)[C@H](CO)N3)c1	0.0	-6
COc1ccc(CNC(=O)N(C)C[C@H]2OCc3ccccc3-c3c(n(C)c4ccccc34)C(=O)N([C@@H](C)CO)C[C@H]2C)cc1	0.0	3
COc1ccc(-c2ccc([C@H]3[C@H](CO)N4C(=O)CN(C(=O)C5CC5)C[C@@H]34)cc2)cc1	0.0	5

Screening data from PubChem.
